Screens from PubChem BioAssay.
MOR-DOR ag: OPRM1-OPRD1 heterodimerization agonism; P35372+P41143; cells, luminescence; activation, % at 9.3 µM; 340,000 tested, 0.3% active; AID 504326; in the data active = activation above about 18%;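 note: 0% = vehicle-treated cells and 100% = reference agonist; values of inactives mirror those of a sister screen read the other way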
phage Ecoli inh: E. coli growth loss with phage present; growth absorbance; inhibition, % at 11.9 µM; 360,000 tested, 0.26% active; in the data active = inhibition above about 11%
Tat transport: inhibitors of E. coli Tat protein transport; E. coli MC4100 TorA-mCherry Tat export, fluorescence; inhibition, % at 10 µM; 340,000 tested, 0.036% active; AID 488895;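 active = mean replicate inhibition at least 50% and at least half of replicates individually reaching 50%; inconclusive = only one of the two criteria met; inactive = neither criterion met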;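 note: exported cargo escapes ClpAP degradation while cytoplasmic cargo is degraded and loses fluorescence; 0% = median of neutral control wells and 100% = median of NaSCN control wells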
Pemphigus Ab inh: blocks pemphigus antibody binding to human desmoglein-3; P32926; DSG3-coupled beads, scFv-anti-DSG3-GFP binding, flow cytometry; active compounds read low; binding (percent of control), % at 10 µM; 310,000 tested, 0.48% active;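 active = binding more than 3 SD below its plate's average and above zero; inconclusive = below that plate limit but binding exactly zero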;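 note: hits lower antibody fragment binding to DSG3; some compounds called inactive have numbers as strong as hits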
Target sequence (P32926 whole entry, looked up, the tested form may be a part): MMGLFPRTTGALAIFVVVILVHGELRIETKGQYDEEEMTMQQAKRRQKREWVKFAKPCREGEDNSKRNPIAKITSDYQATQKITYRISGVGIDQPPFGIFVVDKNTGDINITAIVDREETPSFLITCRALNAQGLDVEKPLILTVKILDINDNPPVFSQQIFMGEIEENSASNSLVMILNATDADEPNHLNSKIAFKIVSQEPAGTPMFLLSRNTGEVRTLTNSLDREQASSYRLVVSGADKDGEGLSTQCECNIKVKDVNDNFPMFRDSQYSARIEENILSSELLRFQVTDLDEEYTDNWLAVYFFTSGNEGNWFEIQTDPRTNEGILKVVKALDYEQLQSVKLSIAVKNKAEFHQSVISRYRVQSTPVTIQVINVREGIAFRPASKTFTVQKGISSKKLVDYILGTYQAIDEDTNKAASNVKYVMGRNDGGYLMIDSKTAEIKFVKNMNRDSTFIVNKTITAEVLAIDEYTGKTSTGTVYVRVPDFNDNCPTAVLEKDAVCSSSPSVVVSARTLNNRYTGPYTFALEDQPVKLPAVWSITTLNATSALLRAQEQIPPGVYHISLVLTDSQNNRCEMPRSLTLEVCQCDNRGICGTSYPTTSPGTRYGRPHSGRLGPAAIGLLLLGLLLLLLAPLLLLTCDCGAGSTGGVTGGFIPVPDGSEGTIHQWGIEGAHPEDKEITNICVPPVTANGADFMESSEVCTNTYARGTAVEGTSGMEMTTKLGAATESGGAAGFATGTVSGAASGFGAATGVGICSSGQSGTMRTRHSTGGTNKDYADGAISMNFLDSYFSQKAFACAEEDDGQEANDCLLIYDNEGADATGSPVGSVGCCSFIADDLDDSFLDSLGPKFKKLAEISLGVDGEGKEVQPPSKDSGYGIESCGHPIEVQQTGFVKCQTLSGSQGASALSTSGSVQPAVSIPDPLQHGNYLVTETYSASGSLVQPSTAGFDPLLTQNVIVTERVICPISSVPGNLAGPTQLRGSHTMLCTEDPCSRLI
AddAB inh: less growth of phage-infected E. coli with AddAB; E. coli expressing H. pylori AddAB, absorbance growth; inhibition, % at 11.9 µM; 330,000 tested, 0.29% active; in the data active = inhibition above about 12%;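 note: 0% = vehicle wells of infected cells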
OPRM1-OPRD1 inv: mu-delta opioid heterodimer inverse agonism; 340,000 tested, 0.21% active; P35372+P41143; AID 504357; cell-based MOR-DOR heterodimer luminescence; inhibition, % at 9.3 µM; in the data active = inhibition above about 22%, passing the limit was not always enough;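 note: 0% = cells with DMSO and 100% = wells without cells with DMSO; values of inactives mirror those of a sister screen read the other way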
Arr AP2 block: human beta-arrestin and AP2 interaction inhibition | FITC-arrestin peptide / GST-AP2 beads, flow cytometry; AP2 beta2 appendage carries R879A mutation | inhibition, % at 10 µM | 340,000 tested, 0.31% active | AID 504490;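 active = inhibition above a set limit, near 3 SD of compounds lacking own fluorescence, cut at about 54% in these data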;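 note: plate controls were DMSO wells for no effect and 5 µM unlabelled arrestin peptide for full effect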
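System: GST-AP2 R879A glutathione beads | Also added: FITC-arrestin peptide, 50 nM | Times: 12 min plus 1 h, RT | Signal: Bead flow cytometry, FITC channel | Buffer or medium: PBS with 0.05% Tween 20 and 0.1% BSA | Read-out basis: Percent drop in bead-associated FITC signal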
SUMO Mot1 rescue: blocks SUMOylation pathway, rescuing yeast Mot1-301 growth | S. cerevisiae Mot1-301 growth rescue, ATP luminescence, 38.5C; percent above DMSO median, 100 means doubled | growth rescue, % at 18.8 µM | 320,000 tested, 1% active | AID 2716;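 active = every valid replicate shows activation above 250% relative to neutral control wells; inactive = the rest, any valid replicate at or below 250%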;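 note: OY570 slx delta 5 strain wells were the positive control but not used for scaling; some compounds called inactive have numbers as strong as hits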
PfHsp90 yeast 2: growth inhibition of yeast expressing Plasmodium Hsp90; inhibition, % at 9.4 µM; 310,000 tested, 0.32% active; S. cerevisiae expressing PfHsp90, BacTiter-Glo ATP, 48 h; yeast lacking PDR1 and PDR3 efflux regulators; AID 504621;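 active = every replicate shows inhibition above about 80%, whatever the replicate mean, limit read from the data; inconclusive = mean inhibition reaches the set limit but some replicate falls short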;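 note: 0% = DMSO neutral controls and 100% = 20 µM radicicol positive controls; yeast relying on Plasmodium falciparum Hsp90 in place of its own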
E coli growth: counter-screen for AddAB inhibitors: E. coli growth inhibition; E. coli V3065 growth, OD600 absorbance, 18 h; 330,000 tested, 0.27% active; inhibition, % at 11.9 µM; AID 449728;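 active = inhibition above the campaign's mean inhibition across all tested compounds plus 3 SD, cut at about 9.9% in these data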;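 note: uninfected addAB+ strain grown without phage in ampicillin broth; 0% = DMSO wells and 100% = ciprofloxacin 0.95 µg/ml wells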
PKA-R1A act: PKA-R1A complex activation. PKA-R1A dissociation, Cy5-IP20 fluorescence polarization; scaled: DMSO 0%, 113 µM cGMP 100%. activation, % at 11.4 µM. 340,000 tested, 0.083% active. AID 504707;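 active = percent activation above the mean of all tested compounds plus 3 SD, cut at about 19% in these data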;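 note: higher means more PKAc released from R1A so a rise in polarization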
An asterisk follows results filed as active; ? = inconclusive; · = no result given; & = joins results of further samples.

Structure	Pemphigus Ab inh	SUMO Mot1 rescue	PfHsp90 yeast 2	phage Ecoli inh	PKA-R1A act	AddAB inh	Arr AP2 block	E coli growth	MOR-DOR ag	Tat transport	OPRM1-OPRD1 inv
CCOC(=O)C1=CC[C@H]2c3c(c4ccc(OC)cc4n3C)C(=O)C1N2S(=O)(=O)c1ccc(C)cc1	92	-1	-11	1.7	0	1.9	58*	-0.1	-0.2	-4	1
COc1ccc(CCNCC(O)COc2c(C)cccc2C)cc1OC (stereo unspecified)	97	-2	-1	2.5	-4	·	8	·	0.4	?	-2
O=C(NCCc1ccccc1Cl)C1CC(=O)N(C2CCCCC2)C1 (stereo unspecified)	102	8	25	-0.1	4	0.1	12	0.6	0.1	-2	0
COc1ccc(C2C(C(=O)c3cccs3)=C(O)C(=O)N2c2nnc(C)s2)cc1OC (stereo unspecified)	111	16	-4	·	8	0.8	3	0.7	-0.5	0	3
COc1cc(NC(=O)Nc2ccc3c(c2)OCO3)cc(OC)c1OC	86	-1	·	3.6	13	1.0	10	-0.9	-1.1	-3	7
COc1ccc(Cl)cc1NC(=O)COC(=O)CNC(=O)C1CCCCC1	·	33	20	0.4	8	2.6	33	0.1	-0.5	-9	2
Cc1cc(NC(=O)c2cc3ccccc3o2)ccc1NC(=O)c1ccccc1	109	8	-7	1.3	5	0.2	-9	-1.8	-0.5	-4	3
Cc1ccsc1C(=O)N1CCCC(C(=O)c2cc(F)ccc2F)C1 (stereo unspecified)	98	2	-18	3.1	-5	4.2	1	2.7	-0.8	-6	4
CCN(C1CCS(=O)(=O)C1)S(=O)(=O)c1ccc2ccccc2c1 (stereo unspecified)	101	325*	15	-1.6	-7	3.1	6	0.9	-4.7	-4	23
COc1ccccc1C(=O)NCCc1nc2ccccc2[nH]1	131	-3	8	0.7	5	-1.6	4	-0.1	0.5	0	-3
CC[n+]1c(/C=C/N(C)c2ccccc2)n(-c2ccccc2)c2ccc(-c3nc4ccccc4s3)cc21	169	501*	35	·	-9	18*	-13	35*	22*	0	-104
CC(C)c1ccccc1N=C1SCCN1C1CCS(=O)(=O)C1 (stereo unspecified)	97	37	15	1.3	-3	-1.6	14	-0.3	-0.4	6	2
O=C(NC(=S)Nc1ccccc1N1CCOCC1)c1ccccc1F	101	25	-69	1.1	11	-0.8	35	-3.1	1.5	1	-8
Nc1nc(SCC(=O)Nc2cccc(S(=O)(=O)N3CCCCCC3)c2)n[nH]1	99	-12	13	0.9	-9	3.6	7	-0.6	-2.6	1	13
CCOc1ccc2c(c1)C(NC(C)=O)C(=O)N2CCN1CCOCC1 (stereo unspecified)	81*	-9	-6	-1.5	6	·	10	·	-2.5	0	13
O=[N+]([O-])c1cc(S(=O)(=O)Nc2ccccc2)ccc1NCc1ccccc1	86	130	-39	4.7	6	2.8	2	0.8	8.6	2	-43
Cc1c(C(=O)Nc2cnccn2)oc2ccccc12	106	382	-11	·	-14	-1.3	-2	-1.9	0.1	-12	0
COc1ccc(N2C(=O)CC(N3CCN(c4ccccc4)CC3)C2=O)cc1 (stereo unspecified)	110	9	-2	1.5	-3	2.1	3	0.8	-1.1	-6	5
Cc1cc(C)n(C(C)CC(=O)Nc2ccc3c(c2)OCO3)n1 (stereo unspecified)	102	6	2	3.4	-15	3.2	-7	-0.5	-2.8	1	14
O=C(COC(=O)c1cncc(Br)c1)NCc1ccccc1	·	·	-34	-0.7	3	-0.9	5	-0.9	-2.1	5	10
O=C(COC(=O)Cc1ccc(Br)cc1)NCC1CCCO1 (stereo unspecified)	121	4	11	3.9	9	-0.5	20	-0.9	-2.9	-2	15
O=C(O)CCCNc1ccc(S(=O)(=O)N2CCCCC2)cc1	95	0	-10	2.4	-11	3.3	12	1.0	-1.9	-5	10
Cc1nnc(NCc2ccncc2)c2ccccc12	·	-4	·	1.1	0	-0.7	-7	1.6	-2.8	-5	15
C/C(=N/NC(=O)c1ccc(Cl)s1)c1ccc(NC(=O)COc2ccc(Cl)cc2)cc1	101	159	-23	2.7	5	2.5	7	-0.6	0.7	-2	-4
CC(C)NC(=O)COCc1cc(-c2ccc3c(c2)OCO3)on1	103	-2	-26	0.4	-13	-1.1	-7	-0.4	-1.8	-18	8
Cc1ccc(-c2nn(CC(=O)NCc3ccccn3)c(=O)c3ccccc23)cc1S(=O)(=O)N(C)C	93	-11	26	1.9	·	6.3	21	0.5	·	3	·
COc1ccc(S(=O)(=O)Nc2ccc(-c3ccc4nnc(C)n4n3)cc2)c(OC)c1	90	4	-19	1.4	-9	-0.5	9	-2.6	4.2	-9	-16
C=C(C)CNC(=S)N=Nc1c(O)[nH]c2ccc([N+](=O)[O-])cc12	·	-9	17	0.3	7	-3.5	11	-0.6	2.3	-5	-11
CNc1ncc(C(=O)c2ccc(Cl)c(Cl)c2)s1	93	19	-44	4.0	-13	4.5	-2	0.4	-1.9	-5	9
NS(=O)(=O)c1ccc(CCNC(=O)C(=O)c2c[nH]c3ccccc23)cc1	132	-7	11	2.8	-2	0.3	-9	-3.2	-1.1	5	6
O=C(CCNS(=O)(=O)c1cccc2nonc12)NC1CCCCCC1	106	9	-12	3.2	-6	-1.0	-6	-1.7	-1.1	-2	6
COCCn1c(SCC(=O)Nc2cc(OC)ccc2OC)nc2c(c1=O)SC(C)C2 (stereo unspecified)	102	3	9	-0.1	-2	1.7	6	-0.7	-3.2	-4	17
CC1CCN(CCCNC(=O)C2CCC(CNS(=O)(=O)c3cccc4nsnc34)CC2)CC1 (stereo unspecified)	114	·	23	1.6	9	2.6	39	2.1	-0.5	2	3
Cc1cc(NC(=O)CSc2nnc(C(C)N(C)C)n2-c2ccc(F)cc2)no1 (stereo unspecified)	122	-10	·	-0.1	-4	2.5	3	-0.2	-1.8	-7	10
Cc1ccc(-c2nn(-c3ccccc3)cc2CO)o1	112	5	-3	1.5	-8	0.5	12	-0.2	0.8	0	-5
O=C(NN1C(=O)C2C(C1=O)C1C=CC2C12CC2)c1ccccc1 (stereo unspecified)	100	5	16	4.3	8	0.4	-3	-1.1	1.1	4	-8
COc1cc(OC)c(C2C(C#N)=C(N)OC3=C2C(=O)CC(C)(C)C3)cc1OC (stereo unspecified)	97	4&1	19	1.0	6	0.5	4	-1.3	-1.8	2&0	10
CC(C)(C)SC(=O)CC1NS(=O)(=O)OCC1NC(=O)OCC(Cl)(Cl)Cl (stereo unspecified)	102	1	-16	3.3	9	0.3	2	-2.1	13	-2	-70
CCCn1c(SCC(=O)Nc2ccccc2Cl)nc(O)cc1=O	103	·	4	1.1	-3	·	-6	·	3.1	5	-21
Cn1c(-[n+]2c(-c3ccccc3)cc(-c3ccccc3)cc2-c2ccccc2)nc2cc([N+](=O)[O-])ccc21	129	-10	20	1.7	9	2.1	-18	0.4	-2.7	6	15
Cc1ccc(C(=O)c2c(NC(=O)c3ccccc3)sc(C)c2C)cc1	102	9	8	2.7	-9	0.0	-2	-0.8	-0.3	-1	1
COc1ccccc1OCCNC(=O)c1ccc(C(C)(C)C)cc1	·	4	2	4.0	-11	-2.6	30	-1.0	-1.1	-4	5
CCC(C)NC(=O)CSc1ccc(NC(C)=O)cc1 (stereo unspecified)	92	·	6	0.2	-13	-2.6	24	-0.4	-1.1	3	6
CCC1(c2ccccc2)NC(=O)N(CC(=O)c2ccc3c(c2)OCO3)C1=O (stereo unspecified)	104	91	5	2.1	0	4.5	7	-0.9	-1.5	-1	8
Cc1cc(CN2CCOCC2)c(O)c(C2(C)CCCCC2)c1	·	35	22	1.7	-6	4.0	-3	1.2	0.2	-6	-1
COC(=O)C1=C(C)N(c2ccc(OC)c(OC)c2)C(=O)/C1=C\c1ccco1	83	1	-3	1.6	-6	1.9	-1	0.6	-1.2	0	8
O=c1c2c([nH]c3ccccc13)CCCCCC2	99	5	9	5.8	4	1.8	8	0.6	0.0	8	0
CCc1sc(NC(=O)C(C)C)nc1-c1ccccc1	110	11	·	0.8	8	2.5	54	0.1	-2.6	-1	13
COc1ccc(NC(=O)N2CCN(c3cccc(C(F)(F)F)c3)CC2)cc1OC	97	400	15	3.5	3	1.4	5	-1.2	-0.6	4	3
Cc1ccc(NC(=O)NNC(=O)C2CC(c3cccnc3)=NO2)cc1 (stereo unspecified)	92	19	-23	0.2	-14	3.6	2	0.6	-4.1	-6	17
COc1ccc(Nc2nc3ccccc3nc2C)cc1	100	-15	-36	0.6	7	-0.3	-3	-4.0	-1.2	-3	7
COc1ccc(N2CCN(S(=O)(=O)c3cc4c(cc3C)N(C(C)=O)CCO4)CC2)cc1	104	37	-24	2.7	-12	-0.6	-8	-0.8	-3.2	-4	19
